Assay outcomes (PubChem)
FECH inh = human FECH heme synthesis enzyme inhibition; P22830; purified FECH, Ni-mesoporphyrin absorbance 550 nm; calls only at 10 µM (by protocol); 20,000 tested, 3.3% active;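 active = enzyme reaction rate more than 3 SD below the solvent-only control wells on the same plate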;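 note: lower slope than DMSO wells means FECH inhibition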
Target sequence (P22830 whole entry, looked up): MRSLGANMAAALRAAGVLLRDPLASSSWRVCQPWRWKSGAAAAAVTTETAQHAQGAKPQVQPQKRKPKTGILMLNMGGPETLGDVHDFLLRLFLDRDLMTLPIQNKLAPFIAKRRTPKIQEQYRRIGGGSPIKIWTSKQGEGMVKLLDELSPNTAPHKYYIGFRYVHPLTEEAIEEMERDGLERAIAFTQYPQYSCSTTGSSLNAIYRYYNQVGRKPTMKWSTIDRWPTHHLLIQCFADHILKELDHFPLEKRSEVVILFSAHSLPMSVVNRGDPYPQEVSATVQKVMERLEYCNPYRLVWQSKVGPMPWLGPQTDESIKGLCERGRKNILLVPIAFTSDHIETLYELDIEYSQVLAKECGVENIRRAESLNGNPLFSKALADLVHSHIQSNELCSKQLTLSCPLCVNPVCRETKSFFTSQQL
Calls only; i = inactive; + = active, no number. Some of the compounds tested (hit frequency here may not be typical).

A first look (2 entries):
mol | FECH inh
CCc1nc(-c2c(-c3ccccc3)ncn2CCSc2ncn[nH]2)c(C)[nH]1 | i
Cc1ccc2nc(C3CCCN3Cc3cncn3C3CCCC3)[nH]c2c1 (stereo not given) | i

Main list (from the top)
mol | FECH inh
CCc1nc(-c2c(-c3ccccc3)ncn2CCSc2ncn[nH]2)c(C)[nH]1 | i
Cc1ccc2nc(C3CCCN3Cc3cncn3C3CCCC3)[nH]c2c1 (stereo not given) | i
CCN(C(=O)CSCc1nc(-c2ccc(C)cc2)no1)c1cccc(C)c1 | i
Cn1ccnc1-c1c(-c2ccccc2)ncn1CCc1n[nH]c(=O)[nH]1 | i
CN(CCC1(O)CCCC1)C(=O)Cc1nc2ccccc2o1 | i
CCCc1nc(C(=O)N2CC[C@@H](c3sccc3C)[C@H](O)C2)cs1 | i
COc1ccc(C(=O)Nc2cc(C)nn2-c2ncnc3c2cnn3-c2ccc(Cl)cc2)cc1OC | i
CC(=O)N1CCc2nc(C)nc(NCCSc3ccccn3)c2CC1 | i
Cc1nc2c(N(CCO)Cc3ccccc3)ncnc2o1 | i
Cc1ccc(NC(=O)C2CCCN(c3ncnc4c3nc3n4CCCCC3)C2)c(C)c1 (stereo not given) | i
COc1cccc(N2C(=O)N(Cc3ccc(C(C)(C)C)cc3)c3ccccc3S2(=O)=O)c1 | i
CC(C)n1c(CNS(=O)(=O)c2cccc3nsnc23)nc2cccnc21 | i
Cc1cccc(-c2nc3nc(CN4CCN(C)CC4)cc(=O)n3[nH]2)c1 | i
CCc1cc(Sc2ccccc2NC(=O)c2cccc(OC)c2)n2nc(C)nc2n1 | i
COc1ccc(CN(C)C(=O)c2ccc(CSC)o2)cc1O | i
Cc1ccc(-c2nc(CSc3nc4c(c(=O)[nH]3)CCC4)c(C)o2)cc1 | i
COC(=O)c1cc(NC(=O)c2nc3ccccc3n(C)c2=O)cc(C(=O)OC)c1 | i
O=S(=O)(c1ccc(Cl)cc1)N1CCC(n2c(C(F)(F)F)nc3cccnc32)CC1 | i
CCc1ccc(S(=O)(=O)Nc2cnc(N(CC)CC)c(C(=O)O)c2)cc1 | i
CCCN(C)Cc1ccc(C(=O)Nc2ccc3c(c2)COC3)cc1 | i
O=C1NCC2(CCN(CC3(O)CCCN(Cc4ccc(F)cc4)C3=O)CC2)O1 (stereo not given) | i
Cn1c(=O)n(Cc2ccc(F)cc2)c(=O)c2cnc(-c3ccncc3)nc21 | i
CN(Cc1ccccc1)Cc1cc(C(=O)N2CCN(C)C(=O)C2)no1 | i
Cc1ccc(N2CC(NC(=O)c3ccccc3Br)CC2=O)cc1C (stereo not given) | i
CCOC(=O)N1CCC(N[C@H]2COC[C@@H]2OCC)CC1 | i

The listing continues:
mol | FECH inh
CCCNCc1cc(=O)n2[nH]c(NCc3ccccc3)nc2n1 | i
COc1cccc(C(=O)N2CCN(S(=O)(=O)NCc3ccccc3)CC2)c1 | i
O=C(Nc1cnc2n1CCCC2)c1cc(-c2ccccc2)on1 | i
Cc1ccc(-n2ncc3c(-n4nc(C)cc4NC(=O)c4ccccc4)ncnc32)c(C)c1 | i
O=C(NCc1ccccc1)c1nc[nH]c1C(=O)N1CCC(Cc2ccccc2)CC1 | i
CC(C)CCNc1nc(Nc2cccc(Cl)c2)c2cnn(-c3ccccc3)c2n1 | i
Cc1csc(SCC(=O)N2CCC3(CC2)NCCNC3=O)n1 | i
Cc1ccc(-c2cc(O)c3c(c2)CN(Cc2ccoc2)CCO3)s1 | i
COc1ccc(-c2cc(C(=O)Nc3ccc(F)cc3)[nH]n2)cc1S(N)(=O)=O | i
Cc1ccc(-n2ncc3c(-n4nc(C)cc4NC(=O)COc4ccccc4F)ncnc32)c(C)c1 | i
CN(Cc1cnc2c(S(C)(=O)=O)cnn2c1)C1CCCc2ccccc21 (stereo not given) | i
CC(=O)Nc1ccc(S(=O)(=O)N2CCN(c3nc(C)cc(N4CCCC4)n3)CC2)cc1 | i
CCCN(C)c1ccc(C(=O)N2CCCCC2CCn2cccn2)cn1 (stereo not given) | i
CCCc1c(C)nc2ncnn2c1Sc1ccc(NC(=O)c2ccccc2OCC)cc1 | +
Cc1cc(Cl)ccc1Nc1c(-c2ccc3c(c2)CCCC3)c(=O)c1=O | i
CCOC(=O)c1cccc(NC(=O)C2CCN(c3ccc(-c4cccs4)nn3)CC2)c1 | i
CCC(=O)Nc1ccccc1-c1nnc(SCC(=O)Nc2cc(C)ccc2C)[nH]c1=O | i
CC(C)Cc1nc(CC(F)(F)F)n(-c2cccc3cccnc23)n1 | i
O=C(C1CCCN(c2ncnc3c2nc2n3CCCCC2)C1)N1CC=C(c2ccccc2)CC1 (stereo not given) | i
CC(C)Cc1nc(-c2cc(C(C)C)[nH]n2)n(-c2ccccn2)n1 | i
CCOC(=O)c1c(NC(=O)c2c(F)cccc2F)sc2c1CCN(C)C2 | i
FC(F)Sc1ccc(Nc2nc(N3CCOCC3)nc3c2cnn3-c2ccccc2)cc1 | +
CCOc1ccccc1C(=O)Nc1ccc(Sc2cc(CC)nc3ncnn23)cc1 | i
Cc1nc2ncnn2c(Sc2ccc(NS(=O)(=O)c3ccc(Cl)cc3)cc2)c1C | i
Cn1c(CNS(=O)(=O)c2ccc3c(c2)CCCC3)nc2cccnc21 | i

Of the compounds above, six contain an aryl methoxy group.
mol | FECH inh
COc1ccc(C(=O)Nc2cc(C)nn2-c2ncnc3c2cnn3-c2ccc(Cl)cc2)cc1OC | i
COc1cccc(N2C(=O)N(Cc3ccc(C(C)(C)C)cc3)c3ccccc3S2(=O)=O)c1 | i
CCc1cc(Sc2ccccc2NC(=O)c2cccc(OC)c2)n2nc(C)nc2n1 | i
COc1ccc(CN(C)C(=O)c2ccc(CSC)o2)cc1O | i
COc1cccc(C(=O)N2CCN(S(=O)(=O)NCc3ccccc3)CC2)c1 | i
COc1ccc(-c2cc(C(=O)Nc3ccc(F)cc3)[nH]n2)cc1S(N)(=O)=O | i

Going on with the list:
mol | FECH inh
Cc1cc(N2CCN(C(=O)c3cc(CC(C)C)nn3C)CC2)nc(N)n1 | i
CCOc1ccc(N2C(=O)CSc3c(c4ccccc4n3C)C2C(=O)NCCC(C)C)cc1 (stereo not given) | i
COc1ccc(Cl)cc1NCc1cc(=O)n2[nH]c(NCc3ccc(F)cc3)nc2n1 | i
Cc1cc(C)c(S(=O)(=O)N2CCN(c3cc(-c4ccccc4C)ncn3)CC2)cc1C | i
CC(C)n1cnc2nc(CSc3ccccc3NC(=O)COc3ccc(Cl)cc3)cc(=O)n21 | i
Cc1cc(Sc2ccccc2NC(=O)c2ccc(C(C)(C)C)cc2)n2nc(-c3ccccc3)nc2n1 | i
O=C(Nc1nc2n(n1)C(c1ccccc1Cl)C=C(c1ccc(Cl)cc1)N2)c1ccccc1 (stereo not given) | i
CC(C)c1nc2cc(-c3ccn[nH]3)ccc2o1 | i
Cc1cccc(-c2ncc(CNCC3CCCN(C(=O)C(C)C)C3)cn2)c1 (stereo not given) | i
COCCn1c(CNC(=O)c2cccc(N(C)C)c2)nc2cccnc21 | i
CC(C)c1ccc(S(=O)(=O)N2CCC(n3c(-c4ccccc4)nc4cccnc43)CC2)cc1 | i
CCc1ccccc1OCCN1CCC(n2nc(C)cc2C)C1 (stereo not given) | i
O=C(NCC1COc2ccccc2O1)c1cn(CCc2ccccc2)nn1 (stereo not given) | i
Cc1ccc(NC(=O)C(C)n2nc(-c3ccc(C)c(S(N)(=O)=O)c3)c3c(c2=O)CCCC3)cc1 (stereo not given) | i
CC(C)(C)c1oc(C(N)=O)cc1CN1CCOC(Cc2ccccc2)C1 (stereo not given) | i
Cc1nc(NCC(C(C)C)N(C)C)c2nc(C)oc2n1 (stereo not given) | i
COc1cccc(CC(=O)NCc2nc3cccnc3n2Cc2ccc(C)cc2)c1 | i
COc1ccc(CCC(=O)NC2CC(=O)N(c3ccc(C)cc3)C2)cc1 (stereo not given) | i
CC(C)(C)CNC(=O)c1[nH]cnc1C(=O)NC1CCC(O)CC1 (stereo not given) | i
c1cncc(COC2CCN(Cc3ccnc4ccccc34)CC2)c1 | i
Cc1ccncc1C(=O)N1CCNCC1C(=O)N1CCCC1 (stereo not given) | i
CCc1cnc(NCc2cccnc2N2CCN(c3ccccc3OC)CC2)nc1 | i
O=c1c(-c2ccc3c(c2)CCCC3)c(N2CCc3ccccc3C2)c1=O | i
CCOCCCNc1nc(Nc2ccc(Cl)cc2)c2cnn(-c3ccccc3)c2n1 | i
Cc1cccc2oc(CNC(=O)C(c3cccc(F)c3)N(C)C)nc12 (stereo not given) | i

More entries follow.
mol | FECH inh
CCOc1ccccc1CN(C(=O)c1cc(C2CC2)[nH]n1)C1CC1 | i
O=C(NC1C=CS(=O)(=O)C1)c1cn[nH]c1-c1cccc(F)c1 (stereo not given) | i
CN1CCCC(CCNC(=O)Cn2[nH]c(=O)ccc2=O)C1 (stereo not given) | i
CCn1c(=O)n(Cc2ncc(C)c(OC)c2C)c(=O)c2cnc(-c3ccc(Cl)cc3)nc21 | i
Cc1cccc(Nc2nc(NCCO)nc3c2cnn3-c2ccccc2)c1 | i
O=C(Nc1nc2n(n1)C(c1ccccc1)C=C(c1ccccc1)N2)c1ccc(Cl)cc1 (stereo not given) | i
O=C1CCS(=O)(=O)N1c1ccc(S(=O)(=O)NCc2ccccc2F)cc1 | i
CC(=O)Nc1c2n(c3ccc(F)cc13)CC(C)(C(=O)NC1CCCC1)N(C1CCCC1)C2=O (stereo not given) | i
CCSCC(C)NCc1nncn1C1CCCCC1 (stereo not given) | i
CN1C(=O)C2CCCCN2c2ccc(C(=O)N3CCN(c4ccccc4)CC3)cc21 (stereo not given) | i
OCCCNc1nc(Nc2cccc(Cl)c2)c2cnn(-c3ccccc3)c2n1 | i
CN1CCCN(C(=O)c2ccc(CC3CCCNC3)cc2)CC1 (stereo not given) | i
Cc1cc(NCCc2nncn2C(C)C)nc(-c2ccccc2)n1 | i
NC(=O)CN1CC=C(CCNC(=O)Cc2ccc(F)cc2)CC1 | i
COc1ccc(OCC(=O)Nc2cc(C)ccc2OCc2cc(=O)n3oc(C)cc3n2)cc1 | i
CC(C)n1cc(CN(Cc2cccnc2)Cc2ccc3c(c2)OCO3)cn1 | i
Cc1ccc(NC(=O)c2ccc(=O)n(Cc3cccc(C)c3)c2)cc1 | i
Cc1cccc(C(C(=O)NCc2nnc3n2CCC3)N(C)C)c1 (stereo not given) | i
CCSc1ncc(C2CC(=O)Nc3c2c(C)nn3Cc2ccccc2)cn1 (stereo not given) | i
Cc1ccc2oc(C(=O)NCc3cc(-c4cccnc4)no3)cc2c1 | i
O=C(NCc1csc(N2CCOCC2)n1)c1cnn2c1CCCC2 | i
Cc1cc(C)cc(Nc2nc(N3CCCC(C)C3)nc3c2cnn3-c2ccccc2)c1 (stereo not given) | i
CCOc1ccc(N(Cc2nc3nc(C)cc(C)n3n2)C(=O)CCc2ccccc2)cc1 | i
c1ccc2c3c([nH]c2c1)CCN(c1cc(N2CCOCC2)ncn1)C3 | i
O=C(CCc1ccccc1)Nc1ccc(Cl)c(N2CCCS2(=O)=O)c1 | i

(further entries)
mol | FECH inh
COc1ccc(Cl)cc1NC(=O)Cc1csc(NC(=O)Nc2cccc(Cl)c2)n1 | i
c1cncc(CN(Cc2ccc3c(c2)CCO3)Cc2ccc3c(c2)OCO3)c1 | i
Cc1cnc(CNc2nc(CCN)nc3sc(C)c(C)c23)cn1 | i
COc1ccc(CC(=O)N(C)CC2CCCCO2)cc1 (stereo not given) | i
Cc1ccc2cccc(OCCNS(=O)(=O)NCc3ccccc3)c2n1 | i
Cc1ccc(N2C(=O)CCS2(=O)=O)cc1S(=O)(=O)N1CCN(c2ncccn2)CC1 | i
CC(=O)NCCn1cnc(-c2ccccc2)c1-c1cccn1-c1cccnc1 | i
O=C1NCc2ccc(S(=O)(=O)NC3CCCCCC3)cc21 | i
COc1ccc(CNC(=O)CSc2cc(N3CCCCC3)ncn2)cc1 | i
Cc1ccc(Cn2c(CNC(=O)Cc3cccc([N+](=O)[O-])c3)nc3cccnc32)cc1 | i
COCCn1c(CNC(=O)Cc2ccc(F)cc2)nc2cccnc21 | i
Cc1cccc(-c2nc3nc(CN4CCN(c5ccccc5)CC4)cc(=O)n3[nH]2)c1 | i
CC(C)C[C@@H](N)C(=O)NCc1n[nH]c2c1CCC2 | i
O=C(CCn1cnc2onc(-c3cc(F)cc(F)c3)c2c1=O)NCCc1ccccc1Cl | i
COc1cccc2ccc(-c3cc(NCCO)nc4[nH]ccc34)nc12 | i
COc1nccnc1N1CCC2(CC1)C(=O)N(C)c1ccccc12 | i
Cc1ncc2c(=O)n(Cc3ccc(Br)cc3F)c(=O)n(C)c2n1 | i
CN1CCN(CCCNC(=O)c2cccn2-c2nnc(N3CCCCC3)s2)CC1 | i
CCc1ccc(S(=O)(=O)NCCn2c(-c3ccccc3)nc3cccnc32)cc1 | i
COc1cccc(OC)c1C(=O)Nc1ccc(Cl)c(N2CCCS2(=O)=O)c1 | i
CCN(C(=O)CN1CCCN(Cc2ccc(Cl)cc2)S1(=O)=O)c1ccccc1 | i
CCCc1ccc(C2CC(=O)Nc3cc4c(cc32)OCO4)o1 (stereo not given) | i
COC(=O)c1cc(S(=O)(=O)N2CCCC2C(=O)NCc2ccccn2)cn1C (stereo not given) | i
Cc1cc(NC(=O)CCc2ccccc2)n(-c2ncnc3c2cnn3-c2cccc(Cl)c2)n1 | i
Cc1ccc(S(=O)(=O)Nc2cnc(N(CC(C)C)CC(C)C)c(C(=O)O)c2)c(C)c1 | i

Following part:
mol | FECH inh
COCCn1c(CNC(=O)c2ccc(Cl)cc2)nc2cccnc21 | i
Cc1ccncc1C(=O)N1CCCn2nc(C(=O)NCCN(C)C)cc2C1 | i
NCc1n[nH]c(=O)n1-c1ccc(Cl)cc1 | i
COc1ccc(OC)c(S(=O)(=O)N2CCN(c3nc(C)cc(N4CCOCC4)n3)CC2)c1 | i
COc1ncccc1C(=O)N1CC(c2ccccn2)C1 | i
